High-throughput results (PubChem)
OXTR ag = agonists of human oxytocin receptor | P30559 | AID 2435 | activation, % at 3 µM | CHO-OTR cells, Fluo-8 calcium fluorescence; normalized: DMSO 0%, oxytocin 100% | 320,000 compounds, 0.32% hits;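 active means activation above the mean of all tested compounds plus 3 SD, cutoff set per screening run, cut at about 20% in these data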;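 further: peak over basal fluorescence ratio from a 100 s FLIPR kinetic read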
Target sequence (P30559 whole entry, looked up): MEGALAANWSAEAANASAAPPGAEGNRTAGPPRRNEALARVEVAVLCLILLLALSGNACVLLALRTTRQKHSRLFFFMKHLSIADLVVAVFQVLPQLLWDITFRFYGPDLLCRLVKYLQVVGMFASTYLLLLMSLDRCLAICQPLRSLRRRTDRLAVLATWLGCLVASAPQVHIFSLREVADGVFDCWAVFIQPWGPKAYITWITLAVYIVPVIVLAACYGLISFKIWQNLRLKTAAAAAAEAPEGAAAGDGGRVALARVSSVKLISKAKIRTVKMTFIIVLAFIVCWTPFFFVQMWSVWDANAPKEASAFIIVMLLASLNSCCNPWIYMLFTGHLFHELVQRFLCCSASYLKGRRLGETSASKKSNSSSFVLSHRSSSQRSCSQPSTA
GPR7 antagonist = human neuropeptides B/W receptor 1 antagonism. P48145. GPR7-expressing cells, fluorescence antagonist assay. inhibition, % at 4.4 µM. 290,000 compounds, 1.1% hits. AID 1861; in the data active means inhibition above about 16%, passing the limit was not always enough;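 further: cells stimulated with the agonist NPW; 0% = agonist with vehicle and 100% = vehicle without agonist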
Target sequence (P48145 whole entry, looked up): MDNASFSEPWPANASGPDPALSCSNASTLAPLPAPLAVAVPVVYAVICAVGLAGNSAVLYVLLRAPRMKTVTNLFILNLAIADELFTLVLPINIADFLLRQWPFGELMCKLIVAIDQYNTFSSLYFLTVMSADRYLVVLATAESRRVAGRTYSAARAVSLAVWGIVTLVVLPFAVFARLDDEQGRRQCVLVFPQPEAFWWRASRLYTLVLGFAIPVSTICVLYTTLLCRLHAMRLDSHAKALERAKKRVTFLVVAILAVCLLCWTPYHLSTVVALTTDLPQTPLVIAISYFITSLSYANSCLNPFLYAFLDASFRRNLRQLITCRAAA
V1aR counter = counter-screen for oxytocin receptor agonists: human V1a receptor agonists. activation, % at 3 µM. AID 2797. CHO-V1R cells, Fluo-8 calcium fluorescence, agonist mode; 0% DMSO, 100% 3 nM vasopressin. 320,000 compounds, 0.25% hits;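 active means activation above the mean activation of all tested compounds plus 3 SD, per screening run, cut at about 20% in these data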;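 further: signal is peak over basal fluorescence ratio across a 100 second FLIPR read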
IMP-1 inhibitor = inhibitors of Pseudomonas aeruginosa IMP-1 metallo-beta-lactamase; AID 1556; purified IMP-1, nitrocefin hydrolysis, epi-absorbance fluorescence; 290,000 compounds, 0.45% hits; inhibition, % at 5.6 µM;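 active means inhibition above the mean plus 3 SD of all compounds in the same screening run, cut at about 4.5% in these data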;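 further: 0% = IMP-1 with DMSO and 100% = DMSO wells lacking enzyme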
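System: Purified recombinant IMP-1 metallo-beta-lactamase enzyme | Measured by: Fluorescence quenching readout, ex 480/em 530 nm | Replication: Singlicate | Incubation: 15 min preincubation plus 25 min reaction at 25 °C | Evaluation: Percent inhibition from optical density relative to buffer-blank wells | Benchmarks: DMSO with and without IMP-1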
FID counter = displaces DNA intercalator in HCV helicase counter-screen | inhibition, % at 7.9 µM | DNA fluorescent intercalator displacement, fluorescence | 290,000 compounds, 0.17% hits; in the data active means inhibition above about 37%;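 further: 0% = vehicle and 100% = reference compound; higher means more ethidium bromide displaced from hairpin DNA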
PHOSPHO1 inh = inhibitors of human PHOSPHO1 phosphatase; Q8TCT1; recombinant PHOSPHO1, absorbance phosphatase assay; inhibition, % at 13.3 µM; 290,000 compounds, 1.1% hits; in the data active means inhibition above about 60%
NS3 helicase inh = inhibitors of Hepatitis C virus NS3 helicase; 290,000 compounds, 0.56% hits; inhibition, % at 10.9 µM; AID 1800; NS3 helicase DNA unwinding, Cy5 molecular beacon fluorescence;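 active means inhibition above the mean of all tested compounds plus 3 SD, set per campaign, cut at about 35% in these data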;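 further: 0% = DMSO wells and 100% = thioflavine S control wells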
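System: HCV NS3 helicase fragment; control set: DMSO and thioflavine S; technique: Cy5 fluorescence at 0 and 60 min, beacon hairpin quenching; reagent: beacon DNA duplex substrate plus ATP; replicates: singlicate; schedule: 1 h reaction at 25 °C, ATP-initiated; medium: MOPS buffer pH 6.5 with MgCl2, DTT, Tween20, BSA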
VIM-2 inhibitor = blocks Pseudomonas aeruginosa VIM-2 metallo-beta-lactamase | purified VIM-2, nitrocefin hydrolysis, epi-absorbance fluorescence | inhibition, % at 5.6 µM | 290,000 compounds, 0.89% hits;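 active means inhibition above the mean of all tested compounds plus 3 SD, cutoff set per screening run, cut at about 7.5% in these data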;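 further: red hydrolysis product quenches plate fluorescence so inhibitors raise well fluorescence; 0% = enzyme with DMSO and 100% = DMSO without enzyme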
GalR3 antag = antagonists of human GalR3; HEK293 GalR3-CNG cAMP membrane potential fluorescence; galR3 body fused to GalR1 C-terminus; inhibition, % at 3 µM; 360,000 compounds, 0.44% hits;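 active means inhibition above the screen-wide average plus 3 SD, cut at about 13% in these data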;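 further: forskolin and galanin both at EC90 stimulate the cells; cAMP rise reported by CNG channel membrane potential dye signal; 0% = forskolin plus galanin with DMSO and 100% = forskolin alone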
Target sequence (O60755 1-299 limits assumed): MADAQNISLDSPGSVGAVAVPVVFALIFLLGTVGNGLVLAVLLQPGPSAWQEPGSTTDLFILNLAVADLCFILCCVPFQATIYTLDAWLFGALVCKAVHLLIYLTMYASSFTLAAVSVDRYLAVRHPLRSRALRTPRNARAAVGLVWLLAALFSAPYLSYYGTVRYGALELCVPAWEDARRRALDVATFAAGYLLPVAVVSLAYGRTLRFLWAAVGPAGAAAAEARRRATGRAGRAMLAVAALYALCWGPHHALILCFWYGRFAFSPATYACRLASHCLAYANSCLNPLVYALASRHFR
The depositor's hits bear a star.

For CN(C)c1cccc(C(=O)Nc2ccc(N3CCOCC3)cc2)c1 the results were OXTR ag 2.5, GPR7 antagonist -4, V1aR counter -0.1, IMP-1 inhibitor -1.0, FID counter -9, PHOSPHO1 inh 6, NS3 helicase inh 2, VIM-2 inhibitor -0.7 and GalR3 antag -4.
For NN/C(=C\[N+](=O)[O-])Nc1ccc(Cl)cc1 the results were OXTR ag -0.5, GPR7 antagonist -3, V1aR counter 0.7, IMP-1 inhibitor -1.2, FID counter -5, PHOSPHO1 inh 15, NS3 helicase inh 8, VIM-2 inhibitor -2.0 and GalR3 antag 0.
Screening CCOC(=O)C1(Cc2ccccc2C)CCCN(C(=O)CN2CCCCC2=O)C1 (stereo not given) returned OXTR ag 0.5, GPR7 antagonist -9, V1aR counter 0.7, IMP-1 inhibitor -1.0, FID counter -29, PHOSPHO1 inh 40, NS3 helicase inh -1, VIM-2 inhibitor -1.9 and GalR3 antag -8.
For O=C(N/C(=C/c1ccco1)C(=O)N1CCc2ccccc21)c1ccco1 the results were OXTR ag -1.1, GPR7 antagonist -6, V1aR counter 0.7, IMP-1 inhibitor -0.6, FID counter -33, PHOSPHO1 inh -123, NS3 helicase inh 30, VIM-2 inhibitor -2.0 and GalR3 antag 2.
Screening COc1ccccc1C(C)NS(=O)(=O)c1cccs1 (stereo not given) returned OXTR ag -0.6, GPR7 antagonist -3, V1aR counter -0.3, IMP-1 inhibitor -1.4, FID counter -4, PHOSPHO1 inh 11, NS3 helicase inh -12 and VIM-2 inhibitor -2.3.
For Cc1cc(=O)oc2cc(OCC(=O)NCCc3c[nH]c4ccc(F)cc34)ccc12 the results were OXTR ag 2.9, GPR7 antagonist -7, V1aR counter 1.7, IMP-1 inhibitor -2.3, FID counter -16, PHOSPHO1 inh 40, NS3 helicase inh -21, VIM-2 inhibitor -0.6 and GalR3 antag -7.
For O=S(=O)(c1ccc(Br)cc1)N1CCN=C1SCc1cccc(F)c1 the results were OXTR ag -0.4, GPR7 antagonist -9, V1aR counter 0.9, IMP-1 inhibitor -4.0, FID counter -16, PHOSPHO1 inh 27, NS3 helicase inh -11, VIM-2 inhibitor -1.0 and GalR3 antag 0.
For Cc1cc(C(F)(F)F)c2c(n1)sc1c(O)cc(=O)[nH]c12 the results were OXTR ag 0.5, GPR7 antagonist -13, V1aR counter 0.1, IMP-1 inhibitor -2.3, FID counter -1, PHOSPHO1 inh -6, NS3 helicase inh 3, VIM-2 inhibitor -0.9 and GalR3 antag -1.
Screening CCOCc1nnc(NC(=O)C2c3ccccc3Oc3ccccc32)s1 returned OXTR ag 30*, GPR7 antagonist 21, V1aR counter 22*, IMP-1 inhibitor -0.7, FID counter -16, PHOSPHO1 inh 27, NS3 helicase inh -2, VIM-2 inhibitor 1.3 and GalR3 antag -7.
For CCc1ccc(CN2CCCC(C(=O)Nc3ccccc3-c3ccc(OC)cc3)C2)o1 (stereo not given) the results were OXTR ag 0.7, GPR7 antagonist 9, V1aR counter 2.3, IMP-1 inhibitor -2.2, FID counter 8, PHOSPHO1 inh 47, NS3 helicase inh -12, VIM-2 inhibitor -1.7 and GalR3 antag -11.
`O=c1[nH]c(C(Cl)(Cl)Cl)nc2ccc3ccccc3c12` gave OXTR ag -1.4, GPR7 antagonist -8, V1aR counter 4.7, IMP-1 inhibitor -4.0, FID counter -9, PHOSPHO1 inh 22, NS3 helicase inh 14, VIM-2 inhibitor 1.9 and GalR3 antag -10.
For CC(=O)c1cccc(NC(=S)N2CCCC2)c1 the results were OXTR ag -0.5, GPR7 antagonist -11, V1aR counter -0.5, IMP-1 inhibitor -1.9, FID counter 1, PHOSPHO1 inh 26, NS3 helicase inh -3, VIM-2 inhibitor -2.8 and GalR3 antag 4.
Cc1cccc(C(=O)NC(NCCc2ccccc2)C(Cl)(Cl)Cl)c1 (stereo not given) was read as OXTR ag -0.4, GPR7 antagonist -19, V1aR counter 0.7, IMP-1 inhibitor -3.1, FID counter -8, PHOSPHO1 inh 30, NS3 helicase inh -7, VIM-2 inhibitor -2.6 and GalR3 antag 4.
For N#Cc1cc2c(=O)n3ccccc3nc2n(-c2ccc(Cl)cc2)c1=O the results were OXTR ag -1.7, GPR7 antagonist -18, V1aR counter 0.1, IMP-1 inhibitor -0.9, FID counter -1, PHOSPHO1 inh -17, NS3 helicase inh 7, VIM-2 inhibitor -1.7 and GalR3 antag -6.
Screening O=C(Nc1ccc(C2CC2(Cl)Cl)cc1)c1ccccc1Br (stereo not given) returned OXTR ag -1.0, GPR7 antagonist -1, V1aR counter 1.4, IMP-1 inhibitor -1.4, FID counter -7, PHOSPHO1 inh -2, NS3 helicase inh -10, VIM-2 inhibitor 0.1 and GalR3 antag -6.
`O=C(Cn1cc(C(F)(F)F)ccc1=O)N/N=C/c1ccc(Cl)c(Cl)c1` gave OXTR ag 2.4, GPR7 antagonist -6, V1aR counter 1.4, IMP-1 inhibitor -3.7, FID counter -15, PHOSPHO1 inh 5, NS3 helicase inh -8, VIM-2 inhibitor -3.8 and GalR3 antag -4.
Screening O=C(Cn1cnc2c(oc3ccccc32)c1=O)NCC1CCCO1 (stereo not given) returned OXTR ag 0.3, GPR7 antagonist -10, V1aR counter 0.5, IMP-1 inhibitor -2.8, FID counter -2, PHOSPHO1 inh 3, NS3 helicase inh -2, VIM-2 inhibitor -2.7 and GalR3 antag -2.
`Cc1cccc(OCCCCCNCCO)c1` gave OXTR ag 0.7, GPR7 antagonist -9, V1aR counter 1.4, IMP-1 inhibitor -3.5, FID counter 0, PHOSPHO1 inh 1, NS3 helicase inh 3, VIM-2 inhibitor -1.0 and GalR3 antag 0.
For Cc1ccc2c(=O)cc(C(=O)NC3CCS(=O)(=O)C3)oc2c1C (stereo not given) the results were OXTR ag 1.0, GPR7 antagonist -9, V1aR counter 0.4, IMP-1 inhibitor -0.5, FID counter -8, PHOSPHO1 inh 22, NS3 helicase inh 5, VIM-2 inhibitor 3.1 and GalR3 antag 1.
For CCCc1ncc(C(O)(c2ccccc2)c2ccc(C)cc2)n1C (stereo not given) the results were OXTR ag 0.8, GPR7 antagonist -4, V1aR counter 2.7, IMP-1 inhibitor -2.1, FID counter 11, PHOSPHO1 inh -19, NS3 helicase inh -13, VIM-2 inhibitor -2.7 and GalR3 antag 0.
Screening Cc1ccc(-n2c(Cl)c(Cl)nc(Cl)c2=O)cc1 returned OXTR ag -2.0, GPR7 antagonist 52*, V1aR counter -1.4, IMP-1 inhibitor 0.0, FID counter 2, PHOSPHO1 inh -5, NS3 helicase inh -3 and VIM-2 inhibitor -1.4.
Screening O=C(Cc1coc2ccc3ccccc3c12)N1CCc2ccccc21 returned OXTR ag -1.5, GPR7 antagonist -3, V1aR counter -0.8, IMP-1 inhibitor -0.9, FID counter -4, PHOSPHO1 inh 15, NS3 helicase inh -1, VIM-2 inhibitor -2.5 and GalR3 antag -5.
COC(=O)[C@H](C)[C@@H]1C[C@@]1(C)[C@@H](NC(=O)OCc1ccccc1)c1ccccc1 was read as OXTR ag -0.6, GPR7 antagonist -7, V1aR counter -1.5, IMP-1 inhibitor -3.0, FID counter -36, PHOSPHO1 inh 4, NS3 helicase inh -7, VIM-2 inhibitor -4.0 and GalR3 antag -6.
Cc1ncccc1C(=O)N1CCCC(C(=O)c2ccc3c4c(cccc24)CC3)C1 (stereo not given) was read as OXTR ag 0.2, GPR7 antagonist -3, V1aR counter 1.3, IMP-1 inhibitor -2.0, FID counter -41, PHOSPHO1 inh 22, NS3 helicase inh -7, VIM-2 inhibitor -0.7 and GalR3 antag -5.
`COC(=O)c1c(C)[nH]c(C(=O)CSc2nnnn2-c2ccccc2)c1C` gave OXTR ag 0.9, GPR7 antagonist 8, V1aR counter 1.9, IMP-1 inhibitor -0.8, FID counter -2, PHOSPHO1 inh 2, NS3 helicase inh 0, VIM-2 inhibitor -2.1 and GalR3 antag -1.
Screening COc1ccc(OC)c(C(=O)C2COC(=O)C2)c1 (stereo not given) returned OXTR ag 0.3, GPR7 antagonist -9, V1aR counter -1.1, IMP-1 inhibitor 0.4, FID counter -2, PHOSPHO1 inh -21, NS3 helicase inh 1, VIM-2 inhibitor -1.5 and GalR3 antag 1.
`Cc1ccc(C(=O)NC(C)c2ccccc2)cc1Br` (stereo not given) gave OXTR ag -1.5, GPR7 antagonist 4, V1aR counter 1.2, IMP-1 inhibitor -5.1, FID counter -7, PHOSPHO1 inh -8, NS3 helicase inh -3, VIM-2 inhibitor -4.3 and GalR3 antag -2.
For COc1cccc(NC(=O)c2cccc(OC)c2OC)c1 the results were OXTR ag -2.0, GPR7 antagonist -5, V1aR counter -0.3, IMP-1 inhibitor -3.2, FID counter -7, PHOSPHO1 inh 28, NS3 helicase inh 0, VIM-2 inhibitor 0.0 and GalR3 antag 8.
For O=C(Nc1nnc(N2CCCCCC2)s1)c1cc(-c2ccc(Br)cc2)on1 the results were OXTR ag -1.1, GPR7 antagonist -15, V1aR counter 0.6, IMP-1 inhibitor -3.4, FID counter -4, PHOSPHO1 inh -20, NS3 helicase inh 9 and VIM-2 inhibitor -6.5.
`Cc1ccc(CNC(=O)c2sc3ccc(S(=O)(=O)N4CCCCC4)cc3c2N)cc1` gave OXTR ag -0.1, GPR7 antagonist -2, V1aR counter 0.2, IMP-1 inhibitor -1.3, FID counter -7, PHOSPHO1 inh -7, NS3 helicase inh -9 and VIM-2 inhibitor -1.2.
Cc1ccc(N2OC3C(=O)NC(=O)C3C2c2ccco2)cc1 (stereo not given) was read as OXTR ag -0.8, GPR7 antagonist -4, V1aR counter 0.2, IMP-1 inhibitor -2.9, FID counter -5, PHOSPHO1 inh 5, NS3 helicase inh 6, VIM-2 inhibitor -5.3 and GalR3 antag 1.
`CCn1nc(NS(=O)(=O)c2ccccc2)c2cc3ccc(C)cc3nc21` gave OXTR ag -0.7, GPR7 antagonist -6, V1aR counter 0.2, IMP-1 inhibitor -2.7, FID counter -32, PHOSPHO1 inh 59, NS3 helicase inh 5, VIM-2 inhibitor -2.9 and GalR3 antag -1.
Screening Cc1cc(=O)oc2c(C)c(OCC(=O)N3CCN(c4cccc(Cl)c4)CC3)ccc12 returned OXTR ag 1.4, GPR7 antagonist 9, V1aR counter 2.8, IMP-1 inhibitor -2.4, FID counter -33, PHOSPHO1 inh 32, NS3 helicase inh -17, VIM-2 inhibitor 0.9 and GalR3 antag -2.
COc1ccc(NC(=O)CC2Oc3ccc(C)cc3NC2=O)cc1 (stereo not given) was read as OXTR ag -1.8, GPR7 antagonist 0, V1aR counter 0.2, IMP-1 inhibitor -4.4, FID counter -4, PHOSPHO1 inh 7, NS3 helicase inh -1, VIM-2 inhibitor -4.1 and GalR3 antag 1.

Quoted at random: 2 entries already listed
COc1ccc(NC(=O)CC2Oc3ccc(C)cc3NC2=O)cc1 (stereo not given) was read as OXTR ag -1.8, GPR7 antagonist 0, V1aR counter 0.2, IMP-1 inhibitor -4.4, FID counter -4, PHOSPHO1 inh 7, NS3 helicase inh -1, VIM-2 inhibitor -4.1 and GalR3 antag 1.
Screening COc1ccc(OC)c(C(=O)C2COC(=O)C2)c1 (stereo not given) returned OXTR ag 0.3, GPR7 antagonist -9, V1aR counter -1.1, IMP-1 inhibitor 0.4, FID counter -2, PHOSPHO1 inh -21, NS3 helicase inh 1, VIM-2 inhibitor -1.5 and GalR3 antag 1.
